Source: PubChem BioAssay (NMMLSC)
Bcl-B Bim block: disrupts Bim peptide binding to human Bcl-B. bead-based flow cytometry. inhibition, % at 10 µM. 0.073% of 190,000 active;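 also: 0% = tracer peptide without compound and 100% = reference inhibitor peptide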
RGS7-Gao: modulates binding of RGS7 to human Galphao | Multiplexed bead flow cytometry; actives lie on both sides | P09471 | AID 1439 | binding response (% of control), % at 10 µM | 0.35% of 220,000 active; in the data active = binding response below about 49% or above about 150%; inconclusive = no clear call, values can overlap the other calls; inactive = in between;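 also: fluorescent Galphao held in activated GDP-AlF4 state binding bead-coupled RGS7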
Target sequence (P09471 whole entry, looked up): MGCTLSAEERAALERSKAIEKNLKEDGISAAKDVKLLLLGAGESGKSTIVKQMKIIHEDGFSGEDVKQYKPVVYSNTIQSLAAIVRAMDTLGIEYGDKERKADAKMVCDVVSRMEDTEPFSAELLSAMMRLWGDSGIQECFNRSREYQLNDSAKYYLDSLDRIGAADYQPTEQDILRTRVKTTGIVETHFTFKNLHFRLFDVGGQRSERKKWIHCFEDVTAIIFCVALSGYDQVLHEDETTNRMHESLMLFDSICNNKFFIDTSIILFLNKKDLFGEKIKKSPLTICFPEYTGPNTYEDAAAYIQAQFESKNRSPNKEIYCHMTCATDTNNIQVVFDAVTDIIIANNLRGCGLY
ABCB1 inh: human ABCB1 inhibition, ABCG2 as counter-screen; P08183; CCRF-Adr cells, JC-1 efflux, flow cytometry; inhibition, % at 6.6 µM; 0.067% of 190,000 active; AID 1326; in the data active = inhibition above about 40%;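 also: 0% = vehicle and 100% = reference inhibitor; higher value means more JC-1 retained so stronger ABCB1 efflux block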
RGS4-Gao reg: modulates binding of RGS4 to human Galphao | P09471 | Multiplexed bead flow cytometry; actives lie on both sides | binding response (% of control), % at 10 µM | 0.33% of 220,000 active; in the data active = binding response below about 49% or above about 150%; inactive = in between;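 also: fluorescent Galphao activated with aluminum fluoride binding bead-coupled RGS4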
Bim-Bcl-W: disrupts Bim peptide binding to human Bcl-W; AID 952; 0.02% of 190,000 active; inhibition, % at 10 µM; Q92843; bead-based flow cytometry;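 also: 0% = bound tracer without compound and 100% = peptide blocker; higher means less fluorescent Bim peptide bound to Bcl-W beads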
Target sequence (Q92843 whole entry, looked up): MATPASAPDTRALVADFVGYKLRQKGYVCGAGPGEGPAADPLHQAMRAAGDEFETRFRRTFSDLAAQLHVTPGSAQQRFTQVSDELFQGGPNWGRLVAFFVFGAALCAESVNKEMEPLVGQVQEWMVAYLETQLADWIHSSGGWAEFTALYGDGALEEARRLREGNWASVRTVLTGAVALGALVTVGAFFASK
Bcl-XL Bim block: disrupts Bim peptide binding to human Bcl-XL; Q07817; bead flow cytometry, fluorescence; inhibition, % at 10 µM; 0.04% of 190,000 active
Avidin bead fluor: compound fluoresces at 488/530 nm on avidin beads | compound fluorescence 488/530 nm, flow cytometry; active compounds read high | fluorescence (KMESF) at 10 µM | 0.38% of 220,000 active; in the data active = fluorescence above about 47; also: inactives centre near 10
Bcl-2 Bim block: disrupts Bim peptide binding to human Bcl-2; P10415; Bead-based flow cytometry, Bim peptide-Bcl-2 binding; inhibition, % at 10 µM; 0.06% of 190,000 active; AID 950; in the data active = inhibition above about 40%; inconclusive = no clear call, values can overlap the other calls;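 also: 0% = no compound wells with probe peptide and 100% = reference peptide inhibitor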
GSH bead fluor: GSH bead compound fluorescence profile; GSH beads flow cytometry, compound fluorescence 488/530 nm; active compounds read high; fluorescence (KMESF) at 10 µM; 0.25% of 190,000 active; AID 1776; in the data active = fluorescence above about 89;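 also: glutathione beads carrying GST-tagged Bcl family fusion proteins plus one bare bead set; values are compound well signal with DMSO vehicle wells as background; inactives centre near 16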
ABCG2 block: blocks JC-1 efflux by human ABCG2 transporter. Q9UNQ0. IgMXP3 cells, flow cytometry. inhibition, % at 6.6 µM. 0.1% of 190,000 active. AID 1325;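 active = inhibition above 80%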;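 also: 0% = DMSO and 100% = nicardipine control wells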
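material = IgMXP3 (ABCG2) plus far-red-tagged CCRF-Adr (ABCB1) cells | amount = 3 million cells/mL, equal mix of both lines | also added = JC-1 transporter substrate | dosing = one concentration, 6.6 µM final | schedule = 10 min at 25 °C | measured by = flow cytometric JC-1 green MFI at 530 nm | read-out basis = percent efflux inhibition, scaled nicardipine 100% to DMSO 0%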
Bfl-1 Bim block: disrupts Bim binding to human Bfl-1 | 0.12% of 190,000 active | AID 1008 | Q16548 | Bead-based flow cytometry, Bim-Bfl-1 binding inhibition | inhibition, % at 10 µM;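 also: 0% = wells without compound plus tracer and 100% = blocker peptide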
Active calls of the source: *; ? = inconclusive; · = not tested or not shown. Rule as the data show it, unless noted: active = inhibition above about 40%.

SMILES	Bcl-B Bim block	RGS7-Gao	ABCB1 inh	RGS4-Gao reg	Bim-Bcl-W	Bcl-XL Bim block	Avidin bead fluor	Bcl-2 Bim block	GSH bead fluor	ABCG2 block	Bfl-1 Bim block
CC(=O)c1cccc(NC(=O)c2cccc(S(=O)(=O)N(C)C)c2)c1	3	100	-0.1	101	1	1	7	1	31	13	3
CCOc1cc(/C=C2/C(=N)N3OC(C)=CC3=NC2=O)ccc1OCCOc1ccccc1	-7	100	2.8	101	0	-4	13	-10	33	57	-15
O=C1CC(c2ccco2)Cc2nc(Nc3ccc(F)cc3)ncc21 (stereo unspecified)	0	103	-0.5	101	-1	-1	13	-2	21	1	1
CCOCCCNC(=O)C(c1ccc(OC)cc1)N(Cc1ccc2c(c1)OCO2)C(=O)c1cnccn1 (stereo unspecified)	-2	100	0.6	103	0	0	13	-1	11	0	-2
O=C(NCCc1nc2ccccc2[nH]1)/C(=C/c1ccco1)NC(=O)c1ccco1	-1	100	0.7	102	-1	-1	2	-1	12	2	0
CC(=O)Nc1nonc1NC(=O)COc1ccccc1	3	96	-0.4	87	3	0	18	-2	57	0	2
OC1CN=C2C=CC=CN2C1 (stereo unspecified)	-2	110	0.6	107	-1	0	41	-1	11	2	0
CC12CCC(C(=O)N(CCC#N)CCC#N)(CC1=O)C2(C)C (stereo unspecified)	-5	102	-0.7	105	-7	-5	18	1	26	-5	-11
CCOC(=O)C1CCN(Cc2c(O)ccc3ccccc23)CC1	-4	109	0.9	106	0	-7	31	-8	23	1	-14
Cc1cccc2cc(CN(CCCN(C)C)C(=S)NCCc3ccccc3)c(=O)[nH]c12	-5	97	-0.2	99	-1	-2	10	-4	11	-1	-5
COc1cccc(OC)c1C(=O)N=c1sc2cc(S(C)(=O)=O)ccc2n1C	-5	?	0.9	100	-2	-2	13	-7	10	11	-7
Cc1ccc(-n2c(SCC(N)=O)nc(O)cc2=O)cc1	-3	100	·	100	0	-4	5	-4	10	-1	-1

Part of the list above, comma-delimited:
smiles,Bcl-B Bim block,RGS7-Gao,ABCB1 inh,RGS4-Gao reg,Bim-Bcl-W,Bcl-XL Bim block,Avidin bead fluor,Bcl-2 Bim block,GSH bead fluor,ABCG2 block,Bfl-1 Bim block
Cc1ccc(-n2c(SCC(N)=O)nc(O)cc2=O)cc1,-3,100,·,100,0,-4,5,-4,10,-1,-1
OC1CN=C2C=CC=CN2C1 (stereo unspecified),-2,110,0.6,107,-1,0,41,-1,11,2,0

An excerpt of these results, bar-delimited:
Molecule | Bcl-B Bim block | RGS7-Gao | ABCB1 inh | RGS4-Gao reg | Bim-Bcl-W | Bcl-XL Bim block | Avidin bead fluor | Bcl-2 Bim block | GSH bead fluor | ABCG2 block | Bfl-1 Bim block
CCOc1cc(/C=C2/C(=N)N3OC(C)=CC3=NC2=O)ccc1OCCOc1ccccc1 | -7 | 100 | 2.8 | 101 | 0 | -4 | 13 | -10 | 33 | 57 | -15
O=C1CC(c2ccco2)Cc2nc(Nc3ccc(F)cc3)ncc21 (stereo unspecified) | 0 | 103 | -0.5 | 101 | -1 | -1 | 13 | -2 | 21 | 1 | 1
CCOCCCNC(=O)C(c1ccc(OC)cc1)N(Cc1ccc2c(c1)OCO2)C(=O)c1cnccn1 (stereo unspecified) | -2 | 100 | 0.6 | 103 | 0 | 0 | 13 | -1 | 11 | 0 | -2

Additional entries follow:
SMILES	Bcl-B Bim block	RGS7-Gao	ABCB1 inh	RGS4-Gao reg	Bim-Bcl-W	Bcl-XL Bim block	Avidin bead fluor	Bcl-2 Bim block	GSH bead fluor	ABCG2 block	Bfl-1 Bim block
COc1ccc(-c2csc(N(CCc3ccccc3)C(=O)COc3ccccc3)n2)cc1	-10	101	0.6	103	0	-4	7	-8	41	5	-12
CS(=O)(=O)c1ccccc1-c1nc(-c2ccc(C(F)(F)F)cc2)no1	2	104	0.8	101	3	3	5	5	11	5	5
CCN1CCN(Cc2c(O)c(Cl)cc3c(C)cc(=O)oc23)CC1	0	101	0.2	101	-3	-3	11	-3	14	1	-4
CCOC(=O)c1c(NC(=O)CC)sc(C(C)=O)c1C	-9	102	-1.7	97	-3	-13	7	-8	31	1	-12
O=C(NCCC1=CCCCC1)c1cnsn1	-8	100	0.3	102	-2	-6	11	-8	12	1	-16
COc1ccc(N(CC(=O)Nc2cccc(C(=O)O)c2)S(=O)(=O)c2c(C)noc2C)cc1	-10	102	0.7	100	3	0	11	-13	32	4	-12
CC(=O)c1cccc(NS(=O)(=O)c2c(C)noc2C)c1	-5	100	0.0	103	-4	-3	16	-4	20	0	-4
CCn1nnnc1NCc1cccn1C	-6	88	0.3	91	1	-3	28	-8	23	1	-12
Cc1nc(N)sc1-c1csc(N(C)c2ccc(O)cc2)n1	-9	110	-0.5	103	6	1	10	-7	45	7	-9

Three structures from above, arranged by length of the SMILES, lowest first:
SMILES	Bcl-B Bim block	RGS7-Gao	ABCB1 inh	RGS4-Gao reg	Bim-Bcl-W	Bcl-XL Bim block	Avidin bead fluor	Bcl-2 Bim block	GSH bead fluor	ABCG2 block	Bfl-1 Bim block
Cc1nc(N)sc1-c1csc(N(C)c2ccc(O)cc2)n1	-9	110	-0.5	103	6	1	10	-7	45	7	-9
COc1cccc(OC)c1C(=O)N=c1sc2cc(S(C)(=O)=O)ccc2n1C	-5	?	0.9	100	-2	-2	13	-7	10	11	-7
CCOCCCNC(=O)C(c1ccc(OC)cc1)N(Cc1ccc2c(c1)OCO2)C(=O)c1cnccn1 (stereo unspecified)	-2	100	0.6	103	0	0	13	-1	11	0	-2
